DT40 TDP1 CPT = DT40-hTDP1 cell growth loss with CPT | chicken DT40 Tdp1-/-;hTDP1 cells + 20 nM CPT, ATP luminescence, 48 h | Potency, µM (top dose mostly 46.2 µM), for the others: top-dose activity change, negative = growth inhibition, actives largely listed as inhibitors | hit rate 12% among 420,000 | AID 686979; further: nearly all actives have a fitted effect of over 55% in size
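Chicken DT40 Tdp1-/- cells stably complemented with human TDP1 were seeded at 400 cells/well in medium containing 20 nM camptothecin, exposed to pin-transferred compounds, and grown at 37 °C for at least 48 hr. Viability was read as ATP luminescence.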
DT40 TDP1 no CPT = qHTS for Inhibitors of human tyrosyl-DNA phosphodiesterase 1 (TDP1): qHTS in cells in absence of CPT. DT40 Tdp1-/- hTDP1 cells, no CPT, ATP luminescence, 48 h. Potency, µM (doses to about 46.2 µM), for inactives: at the highest dose activity change, negative = growth inhibition, usual class: inhibitors. hit rate 15% among 420,000; further: nearly all actives have a fitted effect of over 55% in size
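Growth kinetics read by CellTiter-Glo luminescence after ≥48 hr at 37 °C. Cells: DT40 Tdp1-/- stably carrying human TDP1, 400 per well, compound exposure in the absence of CPT (DMSO vehicle).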
KAT2A inh = GCN5L2 (KAT2A) acetyltransferase inhibition | GCN5L2 HAT assay, ThioGlo1 CoA-SH fluorescence | Potency, µM (titrated, usually from 58.9 µM), for the others: at the top dose activity change, negative = inhibition, most hits filed as inhibitors | hit rate 0.21% among 390,000
Target sequence (Q92830 whole entry, looked up): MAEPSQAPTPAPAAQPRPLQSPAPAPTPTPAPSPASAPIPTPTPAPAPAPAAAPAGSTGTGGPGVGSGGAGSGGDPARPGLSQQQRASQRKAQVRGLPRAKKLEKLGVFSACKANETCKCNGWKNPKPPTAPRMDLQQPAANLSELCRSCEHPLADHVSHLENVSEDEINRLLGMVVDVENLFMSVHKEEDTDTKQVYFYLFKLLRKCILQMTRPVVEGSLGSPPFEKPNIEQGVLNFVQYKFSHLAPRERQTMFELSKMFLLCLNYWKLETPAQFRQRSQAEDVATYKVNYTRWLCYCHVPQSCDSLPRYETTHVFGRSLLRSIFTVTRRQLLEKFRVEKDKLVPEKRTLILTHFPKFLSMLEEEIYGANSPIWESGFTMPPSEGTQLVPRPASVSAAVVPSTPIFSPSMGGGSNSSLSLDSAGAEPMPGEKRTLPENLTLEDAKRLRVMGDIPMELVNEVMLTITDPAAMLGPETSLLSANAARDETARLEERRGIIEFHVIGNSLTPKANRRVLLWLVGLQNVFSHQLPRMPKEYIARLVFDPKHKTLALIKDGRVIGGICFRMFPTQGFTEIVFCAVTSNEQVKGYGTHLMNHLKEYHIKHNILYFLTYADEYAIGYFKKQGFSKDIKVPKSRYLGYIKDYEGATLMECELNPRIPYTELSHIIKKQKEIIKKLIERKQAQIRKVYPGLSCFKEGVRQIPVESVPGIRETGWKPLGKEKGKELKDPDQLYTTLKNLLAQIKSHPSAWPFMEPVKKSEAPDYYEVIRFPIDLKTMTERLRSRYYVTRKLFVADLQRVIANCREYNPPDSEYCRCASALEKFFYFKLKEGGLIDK
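Compounds, pin-transferred from DMSO stocks, meet 20nM GCN5L2 for 15 min before the reaction begins with H3(1-25) peptide (75uM) and acetyl-CoA (70uM). Thiol-reactive ThioGlo1 reports CoA release over 20 min at room temperature.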
Numbers without * were called inactive; ? = inconclusive; / = no result given; [ ] = another dose, or the depositor's remark. The call rests on the fitted dose curve; in most records, active means well fitted curve in the direction sought with a large enough effect; inconclusive means small, poorly fitted or top-dose-only effect, or another doubt; inactive means no such curve, though single readings can be large; an effect the other way counts as inactive or inconclusive. On the % scale 0 is the no-effect control and ±100 the full control effect; potency means the concentration at half of the fitted maximal effect. These rows are one share of the data. The share of hits here may be higher or lower than overall.

Fields: DT40 TDP1 CPT | DT40 TDP1 no CPT | KAT2A inh
#1 COCC(=O)N1CCC2(CCCN(C(=O)Nc3cccc(C#N)c3)C2)CC1
  -0.2% | 3.5% | -7.8%
#2 O=C(OCCn1c(=S)sc2ccccc21)c1ccccc1
  -5.1% | -24.6% | /
#3 N#C/C(=C\C1=C(N2CCOCC2)C(=C\c2ccccc2)/CC1)C(=O)Nc1ccccc1F
  ? | 14.6µM* | -4.4%
#4 CC1CCCN(S(=O)(=O)c2cc(C(=O)NCc3ccccc3Cl)n(C)c2)C1 (centres undefined)
  ? | ? | -8.6%
#5 CN(Cc1ccco1)c1cc(-c2cccnc2)ncn1
  0.0% | -2.2% | -4.0%
#6 CC(CCN1C(N(C)C)=NC[C@@H]1C)c1ccccc1 (some centres undefined)
  0.0% | -2.0% | -1.0%
#7 O=C(Nc1nc2cc3c(cc2s1)OCO3)C1=COCCO1
  8.2µM* | 13µM* | -6.4%
#8 COC(=O)c1ccccc1NC(=O)N1CCN(c2ccccc2)CC1
  ? | ? | -6.2%
#9 CC(=O)c1cccc(N=C2C(=O)Nc3ccccc32)c1
  -25.5% | -18.5% | -10.7%
#10 O=C(CO/N=C/c1ccc2c(c1)OCO2)Nc1cccc(Br)c1
  -3.3% | -26.1% | -11.5%
#11 CC(C)(Oc1ccc(Cl)cc1)C(=O)Nc1ncccn1
  4.7% | -14.8% | -8.5%
#12 O=C(COc1ccc(Br)cc1)NCc1cn2ccccc2n1
  -23.5% | -4.8% | -15.4%
#13 Cc1ccc(OCC(=O)NCCCNC(=O)COc2ccc(C)cc2)cc1
  ? | -2.3% | -14.6%
#14 Cc1nc(C(=O)NCCCO)cc2c1[nH]c1ccccc12
  ? | ? | -1.5%
#15 Cc1cccc(/C=N\N=C\c2cccc(C)c2)c1
  -18.1% | ? | -9.8%
#16 CC(C)C(c1nnnn1CCc1ccccc1)N1CCC(C(N)=O)CC1 (centres undefined)
  14.1% | -2.0% | -2.7%
#17 CCC(=O)Nc1nc2cc(OC)ccc2s1
  ? | 18.4µM* | -2.5%
#18 O=[N+]([O-])c1ccc(COc2ccc(Br)cc2CN2CCOCC2)cc1
  ? | ? | -4.8%
#19 CN1C2=NCCN2C(=O)c2cc(Cl)ccc21
  6.5% | -28.1% | -6.4%
#20 Cc1c(CN2CCCCC2)c(O)n(CCO)c(=O)c1C#N
  3.8% | 3.2% | 1.5%
#21 CC(=O)NC(CCS(C)(=O)=O)C(=O)Nc1cccc(C)c1C (centres undefined)
  8.5% | -23.8% | 9.6%
#22 Cn1ccc(C(=O)OCC(=O)Nc2cccc(Cl)c2)n1
  1.7% | -13.0% | -0.3%
#23 CCC1(c2ccccc2)NC(=O)N(CC(=O)Nc2cc(S(=O)(=O)N3CCCCC3)ccc2N(C)C)C1=O (centres undefined)
  ? | 20.6µM* | -3.0%
#24 O=C(CSc1nc2[nH]ncc2c(=O)n1-c1ccccc1)N1CCCc2ccccc21
  ? | -26.4% | 4.7%
#25 C#CCSc1nc2ccccc2c(=O)n1CC=C
  7.7% | -28.3% | /
#26 O=C(NNC(=S)Nc1ccc(OC(F)F)cc1)c1cc2c(s1)CCCC2
  6.1% | -23.2% | -2.2%
#27 CCCC1=C(C(=O)OCC)C(c2ccncc2)n2ncnc2N1 (centres undefined)
  9.1% | -13.7% | -7.3%[0.501 µM]
#28 C(#Cc1ccccc1)C[N+]1(CC#Cc2cccc3ccccc23)CCCC1
  0.651µM* | 0.058µM* | 4.7%
#29 O=C(Nc1cccc(Cl)c1)Nc1ccccc1-n1ccnc1
  14.3% | 0.0% | -20.2%
#30 CC(NC(=O)Cn1cc2c(n1)CCCCC2)c1ccccc1 (centres undefined)
  ? | -22.3% | -1.5%
#31 Cc1ccc(/C=C/C(=O)Nc2cc(C)on2)cc1
  -13.7% | -8.8% | 35.6%[activator]
#32 CCOc1ccccc1C(=O)NCCCCCC(=O)O
  -2.2% | 22.3% | ?
#33 O=C(N/N=C/c1cc(Br)ccc1O)C(c1ccncc1)N1CCOCC1 (centres undefined)
  4.11µM* | 8.2µM* | -2.7%
#34 COc1ccc(-c2cc(C(=O)NC3CCCC3)no2)cc1OC
  -3.5% | -10.5% | 0.8%
#35 O=c1[nH]c(CSc2ncnc3sccc23)nc2ccccc12
  ? | -22.5% | -20.6%
#36 O=C(O)c1c(-c2ccccc2)c2oc3ccccc3c2[nH]c1=O
  -2.2% | 3.3% | -14.2%
#37 CCCCCOc1ccc(NC(=O)C(=O)NCCCn2ccnc2)cc1
  ? | 18.4µM* | ?
#38 c1cc2c3c(cccc3c1)NC1(CCCC1)N2
  ? | -27.9% | /
#39 COc1ccc(C)cc1NC(=O)C1CCN(S(=O)(=O)c2cc(Br)cc3c2N(C(C)=O)CC3)CC1
  0.2% | -9.9% | 3.0%
#40 COc1cc2c(C(=O)N3CCN(c4cccc(Cl)c4)CC3)cn(CC(C)C)c(=O)c2cc1OC
  23.1µM* | ? | -3.6%

The list goes on:
cpd	SMILES	DT40 TDP1 CPT	DT40 TDP1 no CPT	KAT2A inh
41	O=C(COC(=O)[C@@H]1CCCN1C(=O)c1cccs1)Nc1ccc(Br)cc1	-29.5%	-27.6%	-2.7%
42	O=S(=O)(c1ccc(F)cc1F)N1CCCN(c2ccc(C(F)(F)F)cn2)CC1	?	?	-1.3%
43	Cc1ccc(S(=O)(=O)NN=C2CC3CC2C2CCCC32)cc1 (centres undefined)	-22.7%	?	/
44	Cc1cc(N2CCCCC2)nc2ccccc12	1.6%	-10.7%	-2.5%
45	O=C(/C=C/c1cccs1)NCc1ccccc1	-12.6%	-9.6%	-2.7%
46	Cc1cc(C)n(CCNC(=O)c2ccco2)n1	-0.2%	-11.3%	-0.9%
47	CCc1ccccc1NC(=O)CN1C(=O)C2CCCN2c2ncc(Cl)cc21 (centres undefined)	?	?	-4.5%
48	CC(C)c1c(C(=O)N/N=C/c2ccccc2OCc2c(F)cccc2Cl)nnn1-c1nonc1N	5.8µM*	2.31µM*	-10.0%
49	O=C(NCCO)c1nc(C(=O)c2ccccc2)c2ccccc2n1	23.1µM*	?	-0.9%
50	Cc1ccc(S(=O)(=O)N2CCN(c3cc4c(cc3[N+](=O)[O-])n(C)c(=O)n4C)CC2)cc1	?	16.4µM*	-3.4%
51	CCOc1ccccc1OCCOc1ccc(F)cc1	-7.7%	-23.2%	0.3%
52	CC(Nc1nc(-c2ccc(F)cc2)cs1)c1nc2cc(Cl)c(N3CCCCC3)cc2n1CCCO (centres undefined)	7.31µM*	5.8µM*	/
53	COc1ccc(N2CCN(C(=O)CSc3nc(C)cs3)CC2)cc1	-22.1%	-10.3%	-0.2%
54	Cc1cnc(C(=O)Nc2cccc3cccnc23)cn1	0.0073µM*	0.0092µM*	2.1%
55	CCn1c(C)cc(/C=C2/SC(=S)N(CC(=O)O)C2=O)c1C	5.1%	-0.9%	-14.5%
56	O=C(NC(=S)Nc1ccc2ncccc2c1)c1ccccc1	1.6%	?	-3.5%
57	O=C(NC1=NCCS1)NC12CC3CC(CC(C3)C1)C2	-8.1%	0.0%	-2.1%
58	Cc1ccc2c(c1)C1C[N+](C)(CC(=O)Nc3ccccc3Cl)CCC1N2C(=O)c1ccccc1Cl (centres undefined)	-7.5%	-5.1%	-4.7%
59	CCOC(=O)[C@@H]1[C@H]2COc3ccccc3[C@H]2N2C(=O)N(c3ccc(C(F)(F)F)cc3)C(=O)[C@]12C	18.4µM*	14.6µM*	-6.8%
60	COC(=O)CN1C(C)=Nc2ccc(C)cc2C1c1ccccc1 (centres undefined)	2.4%	-24.5%	-1.1%
61	O=C(N/N=C/c1cccnc1)c1cccc(N2CCCC2=O)c1	9.9%	-19.1%	?
62	Cc1cccc(C(=O)NC(C)C(c2cccs2)N2CCOCC2)c1 (centres undefined)	?	?	-2.0%
63	O=C(Nc1ccc2nc(SCC(=O)N3CCCC3)sc2c1)c1ccccc1	1.4%	1.2%	-13.4%
64	O=C(Nc1nnc(C2=COCCO2)o1)c1ccc(S(=O)(=O)N2CCCCC2)cc1	?	?	-6.2%
65	Cc1cc(C)cc(CC2CC(=O)N(c3cc(C)ccc3C)C2=O)c1 (centres undefined)	-2.4%	-16.1%	?
66	CN(C)c1ccc(/C=c2\[nH]c(=O)/c(=C/c3ccc(N(C)C)cc3)[nH]c2=O)cc1	-29.3%	-15.2%	/
67	O=C(O)c1cc(N2N=C(C(F)(F)F)/C(=C/C=C/c3ccco3)C2=O)ccc1Cl	?	18.4µM*	7.94µM*
68	Cc1ccc(C)c(N2CCN(c3nc4ccccc4c4nc(CCn5nc(C)cc5C)nn34)CC2)c1	-23.5%	-1.0%	1.5%
69	Cc1cc(=O)[nH]c(SCC(=O)Nc2ccccc2[N+](=O)[O-])n1	-17.5%	-9.2%	-14.1%
70	Cc1c(NC(=O)c2cc3ccccc3o2)cccc1-c1nc2ccccc2o1	?	?	-5.8%
71	O=C(NCc1ccco1)c1ccc(F)c(S(=O)(=O)N2CCCCC2)c1	26.5%	-10.1%	2.5%
72	CCOC(=O)c1sc2nc(-c3ccccc3)ccc2c1N	-7.0%	0.6%	-8.6%
73	CCc1ccc(NC(=O)c2sc3nc(C)c(C(=O)Nc4ccc(C)cc4C)c(-c4ccco4)c3c2N)cc1	-0.4%	-14.7%	-1.1%
74	O=S(=O)(c1ccc(Sc2nnc3ccccn23)nc1)N1CCOCC1	-15.5%	-11.4%	-18.1%
75	CC(=O)C[C@@H](O)CC(=O)[C@@H]1OC(=O)[C@H](C)CCCCc2ccccc21	21.8%	0.3%	-0.2%
76	O=C(CC1CCCC1)Nc1ccc(Cl)c(S(=O)(=O)N2CCOCC2)c1	?	16.4µM*	-7.8%
77	C[C@@H]1CC2=C(C(=O)OC(C)(C)O2)[C@@H](C2CC2)O1	2.5%	-9.9%	/
78	Cc1ccc(NC(=O)CCn2nnc3ccccc32)c(C)c1	3.7%	-26.3%	-7.1%
79	Cc1ccc(Cn2cc(S(=O)(=O)c3cccc(Cl)c3)c(=O)c3cc(F)c(N4CCOCC4)cc32)cc1	-13.3%	-3.9%	0.4%
80	CCOc1ccc(CCNC(=O)c2ccc(CS(=O)Cc3ccc(Cl)cc3)o2)cc1OCC (centres undefined)	?	14.6µM*	-2.6%
81	Cc1ccc(C)c2[nH]c(=O)c(CCNS(=O)(=O)c3ccccc3)cc12	4.4%	-20.4%	-4.0%
82	Nc1ncnc(Nc2ccc(S(N)(=O)=O)cc2)n1	-19.3%	-10.0%	-1.4%
83	O=C(NNC1=Nc2ccccc2SC1)c1ccc(Cl)cc1	6.51µM*	11.6µM*	-5.8%
84	CCc1ccc(NC(=O)c2cc(S(=O)(=O)NC3CCCC3)ccc2F)cc1	13µM*	16.4µM*	-2.0%
85	Cc1c(C(=O)N(C)Cc2cccc(F)c2)oc2c(Cl)cccc12	?	?	-7.3%
86	CC1CN(C(=O)c2cc(COc3c(F)cccc3F)on2)CCN1C (centres undefined)	-11.5%	-0.6%	/
87	CCN(c1ccc(F)cc1)S(=O)(=O)c1cccc2nsnc12	-12.2%	-6.9%	-0.9%
88	CC(=O)c1c(C)[nH]c(C(=O)OCc2nnc(-c3ccc([N+](=O)[O-])cc3)o2)c1C	23.1µM*	14.6µM*	-19.0%

Given as labelled records: part of the list above
#79 Cc1ccc(Cn2cc(S(=O)(=O)c3cccc(Cl)c3)c(=O)c3cc(F)c(N4CCOCC4)cc32)cc1
  DT40 TDP1 CPT: -13.3%; DT40 TDP1 no CPT: -3.9%; KAT2A inh: 0.4%

#80 CCOc1ccc(CCNC(=O)c2ccc(CS(=O)Cc3ccc(Cl)cc3)o2)cc1OCC (centres undefined)
  DT40 TDP1 CPT: ?; DT40 TDP1 no CPT: 14.6µM*; KAT2A inh: -2.6%

#81 Cc1ccc(C)c2[nH]c(=O)c(CCNS(=O)(=O)c3ccccc3)cc12
  DT40 TDP1 CPT: 4.4%; DT40 TDP1 no CPT: -20.4%; KAT2A inh: -4.0%

#82 Nc1ncnc(Nc2ccc(S(N)(=O)=O)cc2)n1
  DT40 TDP1 CPT: -19.3%; DT40 TDP1 no CPT: -10.0%; KAT2A inh: -1.4%

New compounds follow
cpd	SMILES	DT40 TDP1 CPT	DT40 TDP1 no CPT	KAT2A inh
89	CCN(C(=O)c1cn(CC(C)C)c(=O)c2cc(OC)c(OC)cc12)c1cc(OC)ccc1OC	13µM*	14.6µM*	-1.9%
90	CCC(=O)N1CCCc2cc(S(=O)(=O)N3CCN(c4ncccn4)CC3)ccc21	14.6µM*	?	-0.6%
91	CCOc1ccc(NC(=O)c2cccc(NC(=O)c3ccccc3)c2)cc1	?	?	0.5%
92	COc1cccc(CN2CCCCC2C(=O)O)c1 (centres undefined)	14.8%	-1.7%	-8.1%
93	Cc1ncc2c(c1CNC(=O)c1cncs1)CCN(C(=O)c1ccc(-c3ccccc3)cc1)C2	-2.2%[9.04 µM]	-24.6%	/
94	COc1ccc(NS(=O)(=O)c2cccc3nsnc23)cc1Cl	12.3%	-1.6%	7.6%

Assay outcomes as filed in PubChem BioAssay.
